TWEAK Fn14 block – inhibitors of TWEAK-Fn14 signaling, primary screen, luciferase reporter cells, uHTS; TWEAK-stimulated Fn14 reporter cells, luciferase luminescence, 8 h; inhibition, % at 10 µM; hit rate 2% among 360,000; AID 1159606, 2016; in the data active means inhibition above about 50%
COUP-TFII inh – NR2F2 transcriptional activity inhibitors, primary screen, cell-based, luciferase reporter, HEK293T, luminescence; COUP transcription factor 2 (Homo sapiens), P24468; HEK293T NGFI-A luciferase reporter; inhibition, % at 8.6 µM; hit rate 0.7% among 370,000; AID 686940, 2013;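 active means inhibition above a per-plate cutoff, mean inhibition of test wells between control levels plus 3 SD, cut at about 38% in these data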;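 further: cells cotransfected with COUP-TFII expression vector driving the NGFI-A reporter; 0% = median of COUP-TF2 test wells and 100% = reporter-only cells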
SRC1 inh – SRC1 coactivator transcriptional activity inhibitors, primary screen, cell-based, luminescence; Nuclear receptor coactivator 1 (Homo sapiens), Q15788; HEK293 GAL4-SRC1 luciferase reporter; inhibition, % at 3.6 µM; hit rate 0.12% among 360,000;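 active means inhibition above the campaign mean plus 3 SD, with each screening campaign given its own cutoff, cut at about 60% in these data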;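 further: 0% = DMSO treated cells and 100% = gossypol at 36 µM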
NCOA2 inhibitor – inhibition of GAL4-SRC2 driven luciferase reporter, primary screen, SRC2 inhibitor project, cell-based, luminescence | Nuclear receptor coactivator 2 (Homo sapiens), Q15596 | HEK293 GAL4-SRC2 luciferase reporter | inhibition, % at 9 µM | hit rate 0.17% among 370,000 | AID 651957, 2012;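 active means inhibition above the mean inhibition of all tested compounds plus 3 SD, set per campaign, cut at about 52% in these data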;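 further: 0% = DMSO treated cells and 100% = cells given Gossypol at 36 µM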
NOD2 RIPK2 PPI – NOD2-RIPK2 binding disruptors in cells, primary screen, fluorescence, CHO cells, BLA complementation | CCF4 ratio | hit rate 0.38% among 360,000 | Receptor-interacting serine/threonine-protein kinase 2 (Homo sapiens), O43353 | AID 624267, 2012 | inhibition, % at 4.98 µM; in the data active means inhibition above about 21%;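 further: 0% = vehicle only and 100% = reference blocker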
NCOA3 inh – SRC3 coactivator transcriptional activity inhibitors, primary screen, cell-based, luminescence. hit rate 0.17% among 360,000. inhibition, % at 3.6 µM. Nuclear receptor coactivator 3 (Homo sapiens), Q9Y6Q9. AID 588352, 2011. HEK293 GAL4-SRC3 luciferase reporter;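 active means inhibition above a per-campaign cutoff, the mean of all compounds plus 3 SD, cut at about 60% in these data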;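 further: 0% = DMSO-treated cells and 100% = gossypol-treated cells at 36 µM; higher means less SRC3-driven luciferase light from the GAL4 reporter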
Granule exo inh – LAMP-1 surface exposure blockers, TALL-104 cells – cell-based, flow cytometry, MLPCN library, primary screen | inhibition, % at 10 µM | TALL-104 LAMP-1 surface exposure; cells stimulated with thapsigargin and PMA | AID 651702, 2012 | hit rate 0.66% among 360,000;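 active means inhibition above about 55%, limit read from the data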
TLR9-MyD88 inh – inhibitors of TLR9-MyD88 association in cells, primary screen, cell-based, CHO, BLA complementation, fluorescence | Toll-like receptor 9 (Homo sapiens) + Myeloid differentiation primary response protein … | CCF4 FRET ratio | inhibition, % at 4.98 µM | hit rate 0.21% among 340,000 | AID 504734, 2011;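 active means inhibition above the mean over all tested compounds plus 3 SD, cut at about 21% in these data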;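 further: 0% = DMSO only wells and 100% = clavulanate BLA inhibitor control wells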
ABHD5-PLIN5 inh – ABHD5-PLIN5 interaction inhibitors, primary screen, cell lysate, split luciferase complementation, luminescence; Perilipin-5 (Homo sapiens) + 1-acylglycerol-3-phosphate O-acyltransferase ABHD5 (Homo …; Split G. princeps luciferase complementation, 4 h; inhibition, % at 4 µM; hit rate 0.78% among 360,000; AID 602281, 2012;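 active means inhibition above the mean inhibition across every tested compound plus 3 SD, cut at about 22% in these data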;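 further: 0% = DMSO only wells and the 100% control is not disclosed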
LRH-1 inv ag – LRH-1 (NR5A2) inverse agonists, primary screen, cell-based, luminescence, HEK293T, StAR-luciferase reporter; Nuclear receptor subfamily 5 group A member 2 (Homo sapiens), O00482; LRH-1 transfected, 24 h; inhibition, % at 3.6 µM; hit rate 0.13% among 360,000; AID 602396, 2012;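 active means inhibition above the mean inhibition of all tested compounds plus 3 SD, cut at about 73% in these data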;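 further: 0% = DMSO wells and 100% = reporter-only cells lacking LRH-1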
TROY signal inh – inhibitors of TROY-driven NF-kB signaling, primary screen, Q293 LMP1-TROYcd cells, NF-kB luciferase, uHTS; AID 1347056, 2019; inhibition, % at 10 µM; Q293 LMP1-TROYcd NF-kB luciferase reporter, 4 h; hit rate 0.98% among 360,000;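 active means compounds whose plate-normalised and pattern-corrected inhibition of the luciferase reporter signal at the single screening dose is 50% or more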
Starred values were filed as active, the others as inactive; nt = no result given. The list is partial (hit frequency here may not be typical).

SMILES	TWEAK Fn14 block	COUP-TFII inh	SRC1 inh	NCOA2 inhibitor	NOD2 RIPK2 PPI	NCOA3 inh	Granule exo inh	TLR9-MyD88 inh	ABHD5-PLIN5 inh	LRH-1 inv ag	TROY signal inh
C=CCN(c1ccccc1)S(=O)(=O)c1cccc(C(=O)Oc2ccc3c(C)cc(=O)oc3c2)c1	16	-5	8	4	-15	-2	-3	12	7	-14	-5
NC(=O)c1ccc(NC(=O)C2CCCO2)cc1 (stereo unspecified)	-9	1	5	-4	-5	22	-1	4	-4	9	3
COc1cc(Sc2ccc(C)cc2)c(OC)cc1N	38	-6	0	-3	6	-6	94*	1	6	-11	-2
Cc1ccc(C(C(=O)NCC2CCCO2)N(Cc2ccccc2F)C(=O)Cn2nnc(-c3cccs3)n2)cc1 (stereo unspecified)	10	9	-3	-27	1	-4	2	-4	-5	0	10
COc1ccccc1CC(=O)NNS(=O)(=O)c1ccccc1[N+](=O)[O-]	-7	12	15	0	-6	11	0	-1	-7	9	-4
CC(=O)Nc1cc2c(cc1NC(=O)Cn1nc(-c3ccc(F)cc3)ccc1=O)OCCO2	-3	5	-33	4	-3	4	-2	-3	2	6	8
COc1ccc(N2CC(C(=O)N3CCN(S(=O)(=O)c4ccc(F)c(F)c4)CC3)CC2=O)c(OC)c1 (stereo unspecified)	2	-15	-3	-9	-9	1	-2	-9	0	-14	-2
Cc1nccn1CCc1nc(N)nc(N)n1	-1	0	9	-4	-6	-10	0	-5	1	9	12
Cc1nn(C)c(C)c1CCC(=O)N1CCCC(N2CCN(c3ccc(F)cc3)CC2)C1 (stereo unspecified)	4	-14	-27	10	3	-4	-6	-2	-7	15	6
COc1ccc(S(N)(=O)=O)cc1C(=O)OCCCOc1ccc(F)cc1	7	16	2	-13	5	11	-8	7	7	-31	13
O=C(CC(=O)N/N=C/c1ccc(F)cc1)N/N=C/c1ccc(F)cc1	7	-7	-11	-3	-4	25	1	2	7	6	-6
O=C(CN(Cc1ccccc1Cl)C(=O)c1csnn1)NCCc1ccccc1	-5	7	17	-3	-1	-10	8	-3	-6	21	20
O=C(COc1ccc(Br)cc1)N1CCOCC1	-19	-14	-6	-40	-5	-30	-1	1	1	-24	-2
CCCC(=O)C1=C(O)C(c2cccc(Oc3ccccc3)c2)CCC1=O (stereo unspecified)	0	19	6	2	6	10	6	5	14	20	33
O=C(NCc1ccccn1)/C(=N/O)c1ccccc1	-4	-9	-7	-20	-16	-28	0	-7	-4	-15	-7
CCOC(=O)c1ccc(Nc2ccc([N+](=O)[O-])cn2)cc1	-1	-16	-16	-17	5	6	0	-6	0	5	-35
Nc1nonc1-c1nc2ccccc2n1Cc1ccccc1	-44	-18	-22	-45	8	-33	1	-2	-10	-9	33
COc1cc(OC)cc(C(=O)NCc2ccc3c(c2)cc(C)n3C)c1	-13	9	-55	15	-6	7	-7	-5	8	11	-4
CC(C)c1cc(N=NC(N)=O)cc(C(C)C)c1O	13	5	10	7	1	0	-6	4	-5	7	17
C/C(=N/NC(=O)CNC(=O)c1cccc(F)c1)c1ccc2c(c1)CCCC2	-7	-17	-4	-18	-1	-5	-2	9	-3	-2	11
O=C(COC(=O)CCNS(=O)(=O)c1ccccc1F)Nc1nnc(-c2ccccc2)o1	-8	4	-5	-6	-3	-5	-2	-2	1	-22	22
CN1CCc2c(sc(NC(=O)c3ccco3)c2C(N)=O)C1	17	-8	-102	-31	-4	-24	18	1	1	1	1
CC1(C)Cc2c(sc(NC(=O)Cc3ccccc3)c2C#N)CO1	-23	15	-2	7	7	-6	-7	-7	3	-15	7
CCc1cccc(NC(=S)N(CCOC)C2CCN(C(C)=O)CC2)c1	24	-6	9	-10	3	16	-8	-3	-2	0	-2
CC(=O)Nc1cc(C(=O)NCCN2CCN(Cc3ccccc3)CC2)ccc1Sc1ccc(C)cc1	-5	16	10	-8	4	9	0	-3	1	13	-6
CCCc1cc(=O)oc2c(C)c(O)c(CN3CCCCC3)cc12	1	6	-12	-16	1	5	15	11	-9	1	12
COc1ccc(S(=O)(=O)Nc2cccc(NC(C)=O)c2)cc1	3	-2	-1	14	3	10	-5	9	-6	14	-7
O=C(NNC(=O)C1CCN(C(=O)Nc2ccccc2)CC1)c1ccc([N+](=O)[O-])cc1	11	-7	-9	-18	-13	-5	-4	-9	-1	4	0
CCOc1ccc(N2C(=O)/C(=C\c3ccccc3OC)S(=O)(=O)C2c2cccc([N+](=O)[O-])c2)cc1 (stereo unspecified)	9	25	5	2	10	17	3	10	-1	-11	12
Cc1ccc(NC(=O)CNC(=O)CC23CC4CC(CC(C4)C2)C3)c(O)c1	-10	28	-13	3	3	-5	-1	5	-6	0	-13
Brc1cccc(CNc2nc3ccccc3n2CCN2CCOCC2)c1	4	-15	-1	9	5	12	1	11	3	-4	19
CN1CCN(NC(=O)/C=C/c2ccc(C(C)(C)C)cc2)CC1	-5	-13	-13	-22	0	-19	-1	2	3	9	3
COc1ccccc1NC(=O)c1oc2ccccc2c1NC(=O)c1ccco1	-5	-1	7	2	-3	20	-6	-7	-8	-9	-8
COc1ccc(NC(=O)C2CCCN2S(=O)(=O)c2ccc3c(c2)CCC(=O)N3)cc1Cl (stereo unspecified)	-2	6	2	-2	-10	-10	-1	-9	1	22	2
COc1ccc(C(=O)CSc2nnn(-c3cccc(NC(C)=O)c3)n2)cc1	1	-11	-68	-14	0	-42	1	nt	-1	-23	-77
CCCCN(C(=O)c1ccc(S(=O)(=O)N2CCC(C)CC2)cc1)C1CCS(=O)(=O)C1 (stereo unspecified)	-6	7	-65	-11	3	-1	5	5	-2	13	17
Cc1ccc(S(=O)(=O)NCCC(=O)Nc2ccc(C)c(Cl)c2)cc1C	16	6	11	-1	-9	17	-1	-2	-9	3	6
CN(C)CCCNC(=O)CC(c1ccc(F)cc1)c1ccco1 (stereo unspecified)	-9	11	-3	6	-13	0	2	1	-1	-23	-11
CC(C)N(Cc1ccccc1)S(=O)(=O)c1cccs1	10	-5	-7	7	4	5	18	-8	-4	-5	-14
COc1ccc(C)cc1N(C(=O)c1ccccc1F)c1nc2ccccc2s1	5	-1	-18	10	5	-1	-4	0	-19	1	11
CC1CC(C)CN(c2ccc(S(=O)(=O)N3CCOCC3)cc2)C1 (stereo unspecified)	5	3	0	-22	4	-16	-1	5	-1	-8	-6
COC(=O)c1cc2ccccn2c2c(C(=O)OC)c(C(=O)OC)cc1-2	24	2	27	0	-7	30	28	0	-3	15	8
Cc1ccc(C(=O)OCC(=O)N(CC(C)C)c2c(N)n(Cc3ccccc3)c(=O)[nH]c2=O)o1	-1	-2	-13	10	-8	7	2	9	-3	4	1
Cc1cc(C)c2c(-n3cccc3)c(NC(=O)OCc3ccccc3)sc2n1	23	7	2	7	2	2	-2	-5	6	11	11
CC(=O)NCN1CCN(CNC(C)=O)CC1	74*	3	-6	-8	-2	18	2	5	-6	-16	-1
Cc1ccc(C(=O)Nc2cccc(NC(=O)c3cccnc3)c2)cc1	15	-14	-3	-7	-15	4	-4	-13	-15	-2	2
CCOc1ccc(OCC(=O)OCn2c(SC)nnc(C)c2=O)cc1	17	5	-3	-12	-18	1	4	-12	6	3	-3
CN(CC(=O)Nc1ccc(Cl)cc1)C(=O)CNC(=O)c1cccs1	12	6	4	4	12	25	9	-5	0	18	7
Cc1cc(NC(=O)c2ccc(-c3ccccc3[N+](=O)[O-])o2)no1	-9	-32	-35	-29	-4	-12	4	-8	-3	-40	-47

In the list so far, 11 have an aryl methoxy group:
SMILES	TWEAK Fn14 block	COUP-TFII inh	SRC1 inh	NCOA2 inhibitor	NOD2 RIPK2 PPI	NCOA3 inh	Granule exo inh	TLR9-MyD88 inh	ABHD5-PLIN5 inh	LRH-1 inv ag	TROY signal inh
COc1cc(Sc2ccc(C)cc2)c(OC)cc1N	38	-6	0	-3	6	-6	94*	1	6	-11	-2
COc1ccccc1CC(=O)NNS(=O)(=O)c1ccccc1[N+](=O)[O-]	-7	12	15	0	-6	11	0	-1	-7	9	-4
COc1ccc(N2CC(C(=O)N3CCN(S(=O)(=O)c4ccc(F)c(F)c4)CC3)CC2=O)c(OC)c1 (stereo unspecified)	2	-15	-3	-9	-9	1	-2	-9	0	-14	-2
COc1ccc(S(N)(=O)=O)cc1C(=O)OCCCOc1ccc(F)cc1	7	16	2	-13	5	11	-8	7	7	-31	13
COc1cc(OC)cc(C(=O)NCc2ccc3c(c2)cc(C)n3C)c1	-13	9	-55	15	-6	7	-7	-5	8	11	-4
COc1ccc(S(=O)(=O)Nc2cccc(NC(C)=O)c2)cc1	3	-2	-1	14	3	10	-5	9	-6	14	-7
CCOc1ccc(N2C(=O)/C(=C\c3ccccc3OC)S(=O)(=O)C2c2cccc([N+](=O)[O-])c2)cc1 (stereo unspecified)	9	25	5	2	10	17	3	10	-1	-11	12
COc1ccccc1NC(=O)c1oc2ccccc2c1NC(=O)c1ccco1	-5	-1	7	2	-3	20	-6	-7	-8	-9	-8
COc1ccc(NC(=O)C2CCCN2S(=O)(=O)c2ccc3c(c2)CCC(=O)N3)cc1Cl (stereo unspecified)	-2	6	2	-2	-10	-10	-1	-9	1	22	2
COc1ccc(C(=O)CSc2nnn(-c3cccc(NC(C)=O)c3)n2)cc1	1	-11	-68	-14	0	-42	1	nt	-1	-23	-77
COc1ccc(C)cc1N(C(=O)c1ccccc1F)c1nc2ccccc2s1	5	-1	-18	10	5	-1	-4	0	-19	1	11
